From PubChem
Cardio protect = protects H9c2 cardiomyocytes from peroxide injury | H2O2 injury protection, ATPLite, 2 h | protection from H2O2 cell death, % at 20 µM | 360,000 tested, 0.63% active;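 active = compounds giving at least 50% protection of heart cells from peroxide-induced death in the single-dose screen, raw or plate-pattern-corrected value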;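 note: 0% = DMSO wells with peroxide and 100% = DMSO wells without peroxide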
hiPSC survival = increases survival of single human iPS cells. hiPSC single-cell survival, ATPlite luminescence; 100% = ROCK inhibitor wells, 0% = DMSO. survival enhancement, % at 20 µM. 360,000 tested, 0.044% active. AID 602274; in the data active = survival enhancement above about 18%;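 note: cells exposed to compounds for 16 hours before the ATP read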
Peg3 promoter = inhibitors of Peg3 promoter | inhibition, % at 20 µM | 360,000 tested, 1.7% active | AID 588405 | HeLa PEG-Prom luciferase reporter, luminescence, overnight;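 active = inhibition of at least 50% at 20 µM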
NR2E3 ag-1 = activates human NR2E3 receptor; CHO-S Gal4-NCOR/VP16-NR2E3 two-hybrid, luciferase; AID 602229; 360,000 tested, 0.35% active; Q9Y5X4; inhibition of corepressor binding, % at 3.98 µM;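 active = inhibition above the mean of all tested compounds plus 3 SD, cut at about 70% in these data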;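 note: 0% = DMSO with NR2E3 transfected cells and 100% = cells lacking NR2E3 construct; higher means lower luciferase signal from less NR2E3 corepressor binding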
Target sequence (Q9Y5X4 whole entry, looked up, the tested form may be a part): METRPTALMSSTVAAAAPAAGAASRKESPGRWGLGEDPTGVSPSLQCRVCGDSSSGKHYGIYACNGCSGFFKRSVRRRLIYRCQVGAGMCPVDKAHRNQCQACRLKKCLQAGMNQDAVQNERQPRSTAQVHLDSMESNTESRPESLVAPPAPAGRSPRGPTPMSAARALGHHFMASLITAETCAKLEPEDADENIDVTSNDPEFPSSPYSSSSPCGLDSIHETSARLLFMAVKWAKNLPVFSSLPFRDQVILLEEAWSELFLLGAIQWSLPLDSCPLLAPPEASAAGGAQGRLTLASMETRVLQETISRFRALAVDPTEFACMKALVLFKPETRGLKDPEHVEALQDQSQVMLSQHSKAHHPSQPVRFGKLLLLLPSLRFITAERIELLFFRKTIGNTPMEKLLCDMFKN
HIF-2a block = blocks HIF-2a reporter activity | inhibition, % at 18.8 µM | AID 624352 | 786-0 RCC cells HIF-2a reporter, luciferase luminescence, overnight | 360,000 tested, 0.72% active;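 active = inhibition of the luminescence signal of 40% or more relative to plate controls, in a single-dose primary screen at 18.75 µM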
Shn3 inh set2 = Schnurri-3 reporter inhibition in Clone20 osteoblasts; Clone20 osteoblast Shn3 3'UTR firefly luciferase, 24 h; inhibition, % at 12.5 µM; 360,000 tested, 0.52% active;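 active = mean inhibition of at least 75% with every replicate also reaching 75%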;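 note: 0% = median of neutral control wells and 100% = pilot-screen positive control compound; some compounds past the cut are filed as inactive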
HTR2A ag = mouse HTR2A agonism via beta-arrestin recruitment. P35363. CHO-K1 mHTR2A beta-arrestin complementation, luminescence; percent of 30 µM serotonin response. activation, % at 7.6 µM. 360,000 tested, 0.66% active;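 active = activation above a run cutoff, the mean activation of all tested compounds plus 3 SD, cut at about 14% in these data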;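 note: 0% = plate median of compound wells and 100% = 30 µM serotonin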
Target sequence (P35363 whole entry, looked up): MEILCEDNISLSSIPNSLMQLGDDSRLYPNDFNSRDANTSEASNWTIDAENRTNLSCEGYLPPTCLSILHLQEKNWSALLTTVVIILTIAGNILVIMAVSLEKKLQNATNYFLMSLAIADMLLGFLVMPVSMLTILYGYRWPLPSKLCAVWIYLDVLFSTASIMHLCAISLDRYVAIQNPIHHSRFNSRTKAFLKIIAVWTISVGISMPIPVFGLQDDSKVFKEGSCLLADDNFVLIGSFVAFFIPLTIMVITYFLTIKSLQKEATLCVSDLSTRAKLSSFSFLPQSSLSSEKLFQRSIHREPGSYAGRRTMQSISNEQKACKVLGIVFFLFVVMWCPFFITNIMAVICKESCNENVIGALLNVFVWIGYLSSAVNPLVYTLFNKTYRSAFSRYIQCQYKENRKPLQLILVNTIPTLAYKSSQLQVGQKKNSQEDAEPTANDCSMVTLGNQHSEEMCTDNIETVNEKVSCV
CaV13 ICDI inh = Disruptors of the CACNA1D IQ motif to Ca2+-dependent inactivation inhibitor domain association, primary screening, Förster resonance energy transfer in intact living …. HEK cells, CFP/YFP FRET ICDI-IQ, plate reader, 10 min; percent FRET-ratio fall versus neutral wells. inhibition, % at 12.3 µM. 340,000 tested, 0.098% active;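 active = mean replicate inhibition of at least 30% and at least 1% of replicates passing that level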;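 note: 0% = median of the neutral control wells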
PDI inh = PDI (human) enzyme inhibition | P07237 | PDI insulin aggregation turbidity, A650, 90 min | inhibition, % at 10 µM | 350,000 tested, 0.052% active | AID 588391;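 active = mean inhibition across replicates of 30% or more, whatever share of single replicates reach that level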;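 note: absorbance from insulin aggregation driven by PDI reduction with DTT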
NR2E3 ag-2 = NR2E3 (human) agonism. Q9Y5X4. GST-NR2E3/biotin-RetCOR TR-FRET, 1536-well. inhibition of corepressor binding, % at 4.78 µM. 320,000 tested, 0.12% active. AID 2300;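 active = percent inhibition above the cutoff of mean plus 3 SD of all tested compounds, set per screening campaign, cut at about 20% in these data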;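 note: 0% = DMSO wells and 100% = biotin wells as full block of FRET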
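Material: NR2E3–RetCOR corepressor complex | Quantity: 1.35 nM GST-tagged NR2E3 final | Schedule: 5 h at 4 °C | Replication: Singlicate compound wells | Reagent: RetCOR corepressor, biotinylated, 7 nM | Controls: Biotin wells as high control, 0.6% DMSO wells as low control | Signal: TR-FRET, Eu(K)-anti-GST donor, streptavidin-D2 acceptor, ex 340, em 617/671 nm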
TRPM1 prom inh = MITF TRPM1 promoter inhibition in SK-MEL-5 cells | SK-MEL-5 TRPM1 promoter luciferase, 24 h | inhibition, % at 12.5 µM | 330,000 tested, 0.83% active;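 active = mean inhibition across replicates of 60% or more, whatever share of single replicates reaches that level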; note: values of inactives mirror those of a sister screen read the other way
Starred values were filed as active, the others as inactive; nt = not tested or not shown.

cpd	compound	TRPM1 prom inh	PDI inh	Cardio protect	HTR2A ag	hiPSC survival	CaV13 ICDI inh
1	O=C(CCc1n[nH]c(=O)[nH]c1=O)N/N=C/c1ccc(Br)o1	1	2	4	7	0.8	-10
2	CCOC(=O)N1CCC(N2C(=O)c3ccccc3C2Nc2ccc(S(=O)(=O)N3CCOCC3)cc2)CC1 (stereo not drawn)	-6	6	1	0	-0.7	-4
3	O=C(COc1ccccc1F)N1CCN(S(=O)(=O)/C=C/c2ccccc2)CC1	9	-7	-6	-1	-1.3	-9
4	O=C(NCC1CCN(c2ccc(S(=O)(=O)N3CCOCC3)cc2)CC1)c1cccc(Cl)c1	17	-6	-2	-4	3.8	-8
5	C=CCNc1nc2cc(-c3cccc(Cl)c3)sc2c(=O)n1C	nt	0	-2	7	5.2	-5
6	CCNc1ccc(C(=O)O)cc1N	6	-1	3	3	0.2	-5
7	CCc1ccc2oc(-c3cc(N)cc(C)c3O)nc2c1	-24	-7	-10	3	-5.1	nt
8	COc1ccccc1C(=O)OCn1nnc2ccccc2c1=O	0	nt	20	1	0.6	-3
9	COc1ccc(CC(=O)Oc2ccc(F)cc2)cc1	0	0	-3	6	-0.1	-1
10	CC(OC(=O)c1ccc(Cl)nc1)C(=O)Nc1ccc2c(c1)OCO2 (stereo not drawn)	-10	11	-13	8	-0.1	-4
11	COc1ccc(CN2C(=O)c3c(c(C)n(C)c3C)C2C(=O)NC2CCC(C)CC2)cc1 (stereo not drawn)	1	5	7	-4	-0.1	-3
12	Cc1cccc(Nc2nnc(SCC(=O)NC(=O)Nc3ccc4c(c3)OCCO4)s2)c1	-5	-12	0	3	0.2	-4
13	Cc1cccc(C)c1NC(=O)NC1CCc2ccccc21 (stereo not drawn)	-24	-13	0	7	0.5	-14
14	O=[N+]([O-])c1ccc(OCC(O)CN(C2CCCCC2)C2CCCCC2)cc1 (stereo not drawn)	-11	-4	1	-2	-0.5	-20
15	C#CCN1C=C(C(=O)OCC)C(C)NS1(=O)=O (stereo not drawn)	1	-6	7	2	2.9	-6

cpd	HIF-2a block	Shn3 inh set2	Peg3 promoter	NR2E3 ag-2	NR2E3 ag-1
1	16	-9	9	7	-1
2	6	2	-12	0	2
3	21	-2	5	1	6
4	19	14	19	2	32
5	-136	-30	-100	nt	-99
6	7	1	-3	0	-25
7	-191	-63	-219	4	-100
8	6	-9	9	0	2
9	8	4	10	0	-7
10	-43	27	-27	1	-3
11	-2	-5	-9	-1	4
12	-21	18	11	6	16
13	5	-3	1	1	15
14	25	-3	-1	0	11
15	7	-17	-14	nt	-6

New compounds follow
cpd	compound	TRPM1 prom inh	PDI inh	Cardio protect	HTR2A ag	hiPSC survival	CaV13 ICDI inh
16	COc1ccc(OCCCC(=O)OCC(=O)Nc2nnc(-c3ccccc3)o2)cc1	3	0	18	3	2.1	-5
17	Cc1nc([N+](=O)[O-])cn1CC(=O)Nc1ccc(Cl)cc1	7	11	-2	-1	-0.8	-2
18	CC(=O)c1sc(NC(=O)CCS(=O)(=O)c2ccc(F)cc2)nc1C	nt	-3	-5	6	-1.9	-11
19	O=C(NCC(c1ccco1)N1CCOCC1)c1ccc(C(F)(F)F)cc1 (stereo not drawn)	-4	11	-1	3	1.0	-5
20	CCc1nc2ccc(C(=O)N(C)Cc3ccco3)cn2c1N(C)C(=O)Cc1ccccc1	nt	22	-2	4	2.5	-6
21	CC(C)c1nc(=S)n(-c2ccccc2)[nH]1	-2	-5	2	-6	-0.6	-5
22	Cc1nc(SCC(=O)Nc2ccccc2Cl)oc1C	4	-6	-7	-6	0.0	-9
23	Cc1cc(S(=O)(=O)NCC(c2ccc(F)cc2)N2CCN(C)CC2)ccc1F (stereo not drawn)	-20	-6	8	-3	-0.4	-2
24	CC(=O)c1cc(CN2CCC(n3nccc3NC(=O)c3ccccc3)CC2)cs1	11	4	7	-1	-0.1	-3
25	CN(C)C(=O)COc1ncnc2scc(-c3ccc(F)cc3)c12	13	-13	-5	3	0.6	11
26	CCOC(=O)C(Oc1ccc2c(-c3ccc(OC)cc3)cc(=O)oc2c1C)c1ccccc1 (stereo not drawn)	-11	-1	2	2	8.8	-8
27	COC(=O)c1ccc2nc(-c3ccc(C)cc3)c(Cc3ccsc3)n2c1	nt	nt	2	-4	1.3	-6
28	O=S(=O)(Nc1ncccn1)c1ccccc1	1	-8	3	2	-0.4	-2
29	Nc1c(-c2ccccc2)sc2ccc3ccccc3[n+]12	-32	-3	-5	6	-0.4	-15
30	CC(=O)C1=C(O)C(=O)N(Cc2ccccc2)C1c1ccccc1F (stereo not drawn)	8	3	2	-1	-0.9	-2

cpd	HIF-2a block	Shn3 inh set2	Peg3 promoter	NR2E3 ag-2	NR2E3 ag-1
16	14	3	-23	4	-8
17	16	10	30	2	-1
18	-39	-1	7	nt	-5
19	5	1	-23	-1	0
20	5	3	8	nt	-6
21	13	7	15	2	28
22	-8	13	-5	3	1
23	0	-8	-18	0	15
24	4	7	17	0	-18
25	22	-3	1	0	17
26	16	72	23	2	3
27	-60	-13	-79	nt	-81
28	22	6	5	0	11
29	-108	-29	-96	-3	-14
30	1	-14	1	3	-2

Continued:
cpd	compound	TRPM1 prom inh	PDI inh	Cardio protect	HTR2A ag	hiPSC survival	CaV13 ICDI inh
31	COc1ccc(C(=O)C2CCCN(C(=O)CCc3scnc3C)C2)c(C)c1 (stereo not drawn)	5	-2	-7	0	-0.5	-6
32	COC/C=C/C1=CC2=CC(=O)C(C)(OC(=O)c3cnc4ccccc4n3)C(=O)C2=CN1c1ccc(OC)cc1 (stereo not drawn)	8	1	1	0	0.8	-6
33	CC(=O)c1ccc(NC(=O)N2CCN(c3cccc(Cl)c3)CC2)cc1	-3	0	-24	4	-0.2	-5
34	Cn1c(=O)cc(OCCCC(=O)NCc2cccnc2)c2ccccc21	4	-3	16	-1	0.1	-5
35	CC[C@H]1OC(=O)[C@H](C)[C@@H](O[C@H]2C[C@@](C)(OC)[C@@H](O)[C@H](C)O2)[C@H](C)[C@@H](O[C@@H]2O[C@H](C)C[C@H](N(C)C)[C@H]2O)[C@](C)(O)C[C@@H](C)C(=O)[C@H](C)[C@@H](O)[C@]1(C)O	-4	0	13	-4	-1.7	-5
36	Nc1cc(S(=O)(=O)N2CCCCC2)ccc1Oc1ccccc1	10	3	-20	3	-0.9	-4
37	CC(=O)c1ccc(C(=O)N2CCCC(C(=O)c3ccc(Cl)cc3)C2)s1 (stereo not drawn)	7	-5	-3	4	0.3	-6
38	Cc1ccc2c(c1)N(C(C)C(=O)NCc1ccc3c(c1)OCO3)C(=O)CO2 (stereo not drawn)	3	-5	2	8	-0.5	-1
39	Cc1ccccc1Cn1cc(NC(=O)COc2ccccc2)cn1	-9	-4	-10	10	-3.7	-5
40	COC(=O)c1cccc(-n2[nH]nnc2=S)c1	0	3	0	5	1.6	-8
41	CCOc1ccc(C(=O)NCC(=O)OCC(=O)Nc2nnc(-c3ccccc3)o2)cc1	-6	-8	-5	-3	-0.1	-2
42	COc1ccccc1CNc1nc(NCc2ccc(NC(C)=O)cc2)c2sccc2n1	nt	23	-23	-10	-0.1	-9
43	CN1CCCN(C(=O)c2cc(=O)[nH]c3ccccc23)c2nc3ccccc3nc21	9	-1	20	-1	0.6	-4
44	O=C(CSc1nnc(CNC(=O)c2c(F)cccc2F)o1)Nc1ccc2c(c1)OCO2	-1	4	-1	-2	0.1	-7
45	O=[N+]([O-])c1cc(-c2ccc(/C=N/n3cnnc3)o2)ccc1Cl	-6	-5	6	1	0.2	-2

cpd	HIF-2a block	Shn3 inh set2	Peg3 promoter	NR2E3 ag-2	NR2E3 ag-1
31	20	23	5	2	-19
32	-27	-3	-30	4	-33
33	-18	31	-11	-3	17
34	17	8	-9	0	-11
35	-6	-4	-5	-1	-12
36	6	13	12	-3	1
37	-9	4	9	1	14
38	13	-20	-9	0	-28
39	-70	-4	-20	4	-4
40	9	-11	10	0	-5
41	-2	1	-2	1	-13
42	57*	-3	72*	nt	6
43	21	-16	8	-2	-5
44	8	-10	10	0	-4
45	8	-2	9	0	-9

Next part
cpd	compound	TRPM1 prom inh	PDI inh	Cardio protect	HTR2A ag	hiPSC survival	CaV13 ICDI inh
46	CCCCSc1nc2sc3c(c2c(=O)n1-c1ccc(C)cc1)CCN(C)C3	-5	-7	-6	-2	-0.4	-18
47	Cc1cc(C)n(CCCN2C(=O)c3cccc4cccc(c34)C2=O)n1	-7	-16	7	1	-2.9	-5
48	CN1CCN(C2=C(Cl)C(=O)N(c3ccc(Cl)c(Cl)c3)C2=O)CC1	-18	6	-8	-2	-0.7	nt
49	COc1cc(NC(=O)c2ccc(-c3cnn(C)c3)c3ccoc23)cc(OC)c1OC	nt	-1	39	1	0.1	-10

cpd	HIF-2a block	Shn3 inh set2	Peg3 promoter	NR2E3 ag-2	NR2E3 ag-1
46	17	21	6	nt	-4
47	-3	-9	-6	2	10
48	-8	-26	-17	4	-3
49	-31	-15	-20	nt	-22

By substructure, the compounds so far containing an aryl methoxy group.
cpd	compound	TRPM1 prom inh	PDI inh	Cardio protect	HTR2A ag	hiPSC survival	CaV13 ICDI inh
8	COc1ccccc1C(=O)OCn1nnc2ccccc2c1=O	0	nt	20	1	0.6	-3
9	COc1ccc(CC(=O)Oc2ccc(F)cc2)cc1	0	0	-3	6	-0.1	-1
11	COc1ccc(CN2C(=O)c3c(c(C)n(C)c3C)C2C(=O)NC2CCC(C)CC2)cc1 (stereo not drawn)	1	5	7	-4	-0.1	-3
16	COc1ccc(OCCCC(=O)OCC(=O)Nc2nnc(-c3ccccc3)o2)cc1	3	0	18	3	2.1	-5
26	CCOC(=O)C(Oc1ccc2c(-c3ccc(OC)cc3)cc(=O)oc2c1C)c1ccccc1 (stereo not drawn)	-11	-1	2	2	8.8	-8
31	COc1ccc(C(=O)C2CCCN(C(=O)CCc3scnc3C)C2)c(C)c1 (stereo not drawn)	5	-2	-7	0	-0.5	-6
32	COC/C=C/C1=CC2=CC(=O)C(C)(OC(=O)c3cnc4ccccc4n3)C(=O)C2=CN1c1ccc(OC)cc1 (stereo not drawn)	8	1	1	0	0.8	-6
42	COc1ccccc1CNc1nc(NCc2ccc(NC(C)=O)cc2)c2sccc2n1	nt	23	-23	-10	-0.1	-9
49	COc1cc(NC(=O)c2ccc(-c3cnn(C)c3)c3ccoc23)cc(OC)c1OC	nt	-1	39	1	0.1	-10

cpd	HIF-2a block	Shn3 inh set2	Peg3 promoter	NR2E3 ag-2	NR2E3 ag-1
8	6	-9	9	0	2
9	8	4	10	0	-7
11	-2	-5	-9	-1	4
16	14	3	-23	4	-8
26	16	72	23	2	3
31	20	23	5	2	-19
32	-27	-3	-30	4	-33
42	57*	-3	72*	nt	6
49	-31	-15	-20	nt	-22
